LMPTP inh = LMPTP phosphatase inhibitors, primary screen, biochemical, fluorescence intensity, uHTS | recombinant LMPTP-A, OMFP fluorogenic substrate | inhibition, % at 20 µM | Low molecular weight phosphotyrosine protein phosphatase (Homo sapiens), P24666 | AID 651560, 2012 | 0.22% of 360,000 active;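 active = compounds that cut the enzyme signal by at least half of the control window in the single-dose screen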;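 also: plate controls were DMSO wells with enzyme plus substrate for no effect and substrate without enzyme for full effect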
Target sequence (P24666 whole entry, looked up): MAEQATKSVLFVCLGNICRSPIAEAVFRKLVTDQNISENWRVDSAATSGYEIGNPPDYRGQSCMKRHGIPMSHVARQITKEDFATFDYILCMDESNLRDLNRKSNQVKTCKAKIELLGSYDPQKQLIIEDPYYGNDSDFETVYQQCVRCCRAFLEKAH
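test system = LMPTP-A | amount = 0.625 nM LMPTP-A final | reagent = fluorogenic phosphatase substrate OMFP at 400 µM final | incubation = 50 min at room temperature | benchmarks = no-enzyme low control, uninhibited high control | medium = Bis-Tris pH 6.0, DTT, detergent | signal = fluorescence intensity of OMFP turnover product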
Scp1 inh = Scp-1 phosphatase inhibitors, primary screen, biochemical, colorimetric, uHTS; inhibition, % at 20 µM; AID 493091, 2011; Recombinant Scp1, phosphopeptide, malachite green phosphate absorbance; 0.88% of 340,000 active; Carboxy-terminal domain RNA polymerase II polypeptide A small phosphatase 1 (Homo …;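 active = inhibition above about 50% at 20 µM, limit read from the data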;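 also: plate controls were DMSO wells with enzyme for no effect and wells lacking enzyme for full effect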
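Material: truncated SCP-1 phosphatase (76-261aa) / Buffer or medium: 50 mM Tris acetate pH 5.5, 0.005% Tween-20, 10 mM MgCl2 / Compound dosing: one concentration, 20 µM, with 1.0% DMSO / Incubation: 45 min room-temperature reaction, 5 min colour, 30 min stabiliser / Detection: colorimetric free-phosphate detection, absorbance 630 nm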
Rpn11 inh = Rpn11 (PSMD14) deubiquitinase inhibitors, primary screen, biochemical, fluorescence polarization, uHTS | 26S proteasome non-ATPase regulatory subunit 14 (Homo sapiens), O00487 | 0.59% of 360,000 active | calls only at 20 µM | human 26S proteasome, Ub4-pepOG fluorescence polarization; 20S core pre-blocked with epoxomicin;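 active = inhibition at 20 µM, scaled to each plate's controls, above about 33%, limit read from the data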
STEP block = STEP phosphatase inhibitors, primary screen, biochemical, fluorescence intensity, uHTS | recombinant STEP, OMFP fluorogenic substrate | inhibition, % at 20 µM | 0.25% of 360,000 active | AID 588621, 2011;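 active = inhibition at 20 µM, scaled per plate between control wells, above about 37%, limit read from the data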;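 also: 0% = DMSO with enzyme and substrate and 100% = substrate only without enzyme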
Target sequence (P54829 whole entry, looked up): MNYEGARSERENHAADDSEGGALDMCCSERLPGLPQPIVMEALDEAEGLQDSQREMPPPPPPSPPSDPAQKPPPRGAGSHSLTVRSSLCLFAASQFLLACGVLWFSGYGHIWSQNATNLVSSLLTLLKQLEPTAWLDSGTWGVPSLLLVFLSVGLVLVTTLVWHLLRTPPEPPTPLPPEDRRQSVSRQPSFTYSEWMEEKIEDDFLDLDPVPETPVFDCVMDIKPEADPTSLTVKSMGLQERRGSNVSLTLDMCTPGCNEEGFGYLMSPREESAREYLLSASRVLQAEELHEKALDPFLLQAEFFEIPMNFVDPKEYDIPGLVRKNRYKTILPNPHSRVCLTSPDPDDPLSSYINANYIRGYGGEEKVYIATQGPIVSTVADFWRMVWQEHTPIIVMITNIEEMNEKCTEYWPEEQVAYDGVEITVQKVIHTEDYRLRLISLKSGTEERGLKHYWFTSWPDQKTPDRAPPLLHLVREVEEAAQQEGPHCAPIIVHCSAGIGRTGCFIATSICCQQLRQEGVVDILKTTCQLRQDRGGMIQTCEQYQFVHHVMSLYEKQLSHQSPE
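Material: STEP (striatal-enriched tyrosine phosphatase) enzyme, cell-free; Compound dosing: 20 µM single dose in 1% DMSO; Technique: fluorescence read at 480 nm ex / 540 nm em; Times: reaction 20 min, ambient temperature; Medium: 50 mM Bis-Tris pH 6.0 with 2.5 mM DTT and 0.005% Tween 20; Also added: OMFP at 25 µM.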
Tb MetRS inh = T. brucei MetRS inhibitors, primary screen, biochemical, luminescence | AID 624268, 2012 | methionyl-tRNA synthetase (Trypanosoma brucei brucei) | 0.4% of 360,000 active | purified T. brucei MetRS, ATP depletion, Kinase-Glo luminescence | inhibition, % at 11.9 µM;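 active = inhibition above a per-plate cutoff of the control wells' mean inhibition plus 3 SD, cut at about 5.5% in these data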;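 also: 0% = DMSO wells median and 100% = median of wells with control inhibitor compound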
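Test system – parasite MetRS enzyme · Reagent – substrates ATP, L-methionine and bulk Escherichia coli tRNA · Doses – 11.9 µM compound single dose, 0.9% DMSO · Times – 15 min enzyme-compound preincubation, 2 h reaction, 10 min detection, 25 °C · Signal – Kinase-Glo luminescence, ATP depletion format · Controls – DMSO-only wells as low control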
MsrA inh = bovine MsrA enzyme inhibitors, primary screen, biochemical, absorbance, HTS | inhibition, % at 15.5 µM | 0.75% of 360,000 active | AID 651718, 2012 | Methionine sulfoxide reductase A (Bos taurus) | purified bovine MsrA, absorbance read-out; in the data active = inhibition above about 4.5%;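 also: 0% = vehicle wells with enzyme and 100% = reference inhibitor wells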
DNMT1 block = human DNMT1 methyltransferase inhibitors, primary screen, biochemical, molecular beacon, fluorescence, HinP1I cleavage, uHTS; 0.83% of 360,000 active; inhibition (reported as % activation of signal), % at 10 µM; DNA (cytosine-5)-methyltransferase 1 (Homo sapiens), P26358; in the data active = inhibition above about 50%
NadD inh = inhibitors of S. aureus NadD, primary screen, biochemical, colorimetric, uHTS; Nicotinate-nucleotide adenylyltransferase NadD (Staphylococcus aureus N315); purified NadD enzyme, colorimetric absorbance read-out; inhibition, % at 20 µM; 0.78% of 360,000 active; in the data active = inhibition above about 26%; also: some compounds past the cut are filed as inactive
CSN inh = inhibitors of CSN-mediated cullin deneddylation, primary screen, biochemical, fluorescence polarization, uHTS; inhibition, % at 12.5 µM; Purified CSN, SCF-Nedd8-OG deneddylation; AID 651999, 2013; 0.38% of 360,000 active;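 active = pattern-corrected inhibition above about 35%, with an unprinted fluorescence ratio check between 0.5 and 1.5, limit read from the data, passing the limit was not always enough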;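 also: 0% = enzyme with substrate and 100% = substrate without enzyme; some results filed as inactive read as strong as hits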
Target sequence (Q92905 whole entry, looked up, one chain of several): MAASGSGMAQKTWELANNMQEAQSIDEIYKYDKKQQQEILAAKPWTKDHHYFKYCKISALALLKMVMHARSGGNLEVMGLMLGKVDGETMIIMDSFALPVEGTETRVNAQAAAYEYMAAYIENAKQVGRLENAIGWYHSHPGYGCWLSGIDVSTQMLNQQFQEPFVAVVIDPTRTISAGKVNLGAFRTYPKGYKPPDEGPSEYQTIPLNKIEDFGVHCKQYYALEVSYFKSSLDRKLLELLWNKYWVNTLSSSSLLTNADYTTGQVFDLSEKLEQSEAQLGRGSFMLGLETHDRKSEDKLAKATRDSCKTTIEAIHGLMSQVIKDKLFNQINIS
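Test system: Human Csn5 produced in HEK293T cells | Compound: 12.5 µM single point | Times: 90 min, room temperature | Signal: Fluorescence polarization readout | Read-out basis: % inhibition of substrate cleavage by Csn5 | Controls: no-enzyme wells high, enzyme-with-substrate wells low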
SUMO1-SIM PPI = modulators of SUMO1 protein-protein interactions, primary screen, biochemical, uHTS | Small ubiquitin-related modifier 1 (Homo sapiens), P63165 | SUMO1 binding to a labelled peptide, TR-FRET, 1 h | inhibition, % at 20 µM | 0.33% of 360,000 active | AID 602429, 2012; in the data active = inhibition above about 37%
Active calls of the source: *.

`CC(c1ccccc1)n1ccnc1CO` (stereo not drawn) gave LMPTP inh 0.0, Rpn11 inh inactive, STEP block 3, Tb MetRS inh -0.1, MsrA inh 0.1, DNMT1 block 0, NadD inh -2, CSN inh -4 and SUMO1-SIM PPI -4.
For COc1ccc(-c2nc3c(Cl)cc(C(F)(F)F)cn3c2Cc2cccc(Cl)c2)cc1OC the results were LMPTP inh 5.0, Tb MetRS inh 0.6, MsrA inh -0.6, NadD inh 16, CSN inh 1 and SUMO1-SIM PPI 1.
Screening O=C1C(c2ccccc2)=[N+]([O-])c2ccccc21 returned LMPTP inh -0.3, Scp1 inh -7, Rpn11 inh inactive, STEP block 3, Tb MetRS inh -0.3, MsrA inh 0.9, DNMT1 block 16, NadD inh 1, CSN inh -1 and SUMO1-SIM PPI -10.
`O=C(Cc1cccc(F)c1)N1CCOCC1` gave LMPTP inh -0.6, Scp1 inh -7, Rpn11 inh inactive, STEP block -2, Tb MetRS inh 0.2, MsrA inh -0.5, DNMT1 block -2, NadD inh 0, CSN inh 0 and SUMO1-SIM PPI -2.
`O=C(NC1CCc2ccccc21)c1cc(COc2ccc(F)cc2F)on1` (stereo not drawn) gave LMPTP inh 1.6, Scp1 inh -8, Rpn11 inh inactive, STEP block -6, Tb MetRS inh -0.6, MsrA inh 1.2, DNMT1 block 1, NadD inh -8, CSN inh 1 and SUMO1-SIM PPI 1.
`C=COCCNC(=O)C(=O)NC(C)C` gave LMPTP inh 0.1, Scp1 inh 0, Rpn11 inh inactive, STEP block -2, Tb MetRS inh -0.1, MsrA inh -1.0, DNMT1 block 8, NadD inh 5, CSN inh -4 and SUMO1-SIM PPI 0.
`O=C(COc1ccc(C(=S)N2CCOCC2)cc1)N1CCCC1` gave LMPTP inh -0.8, Scp1 inh -11, Rpn11 inh inactive, STEP block 0, Tb MetRS inh 0.2, MsrA inh -1.0, DNMT1 block 0, NadD inh 9, CSN inh 2 and SUMO1-SIM PPI -1.
COc1ccc(N2CC(C)Cn3c2nc2c3c(=O)[nH]c(=O)n2C)cc1 (stereo not drawn) was read as LMPTP inh 0.2, Scp1 inh 0, Rpn11 inh inactive, STEP block -1, Tb MetRS inh 0.8, MsrA inh -0.6, DNMT1 block -3, NadD inh 3, CSN inh -3 and SUMO1-SIM PPI 1.
For CCCn1c(N)c(C(=S)NC(=O)C2CC2)c(=O)n(C)c1=O the results were LMPTP inh -1.5, Scp1 inh -4, Rpn11 inh inactive, STEP block 1, Tb MetRS inh -0.1, DNMT1 block 1, NadD inh 2, CSN inh 3 and SUMO1-SIM PPI 19.
Cn1c(Cn2c(=O)sc3ccccc32)nnc1SCC(=O)Nc1ccccc1 was read as LMPTP inh 0.0, Scp1 inh -4, Rpn11 inh inactive, STEP block 1, Tb MetRS inh -0.2, MsrA inh -1.1, DNMT1 block 1, NadD inh -3, CSN inh -5 and SUMO1-SIM PPI -3.
`CC(C)C1Cc2c(sc3c2c(=O)n(Cc2ccccc2)c2nncn32)CO1` (stereo not drawn) gave LMPTP inh 0.0, Scp1 inh 1, Rpn11 inh inactive, STEP block -1, Tb MetRS inh 0.1, MsrA inh 0.4, DNMT1 block -1, NadD inh 9, CSN inh 3 and SUMO1-SIM PPI 4.
COc1ccc([N+](=O)[O-])cc1NC(=O)C(C)N1CCN(C(=O)c2ccco2)CC1 (stereo not drawn) was read as LMPTP inh -1.0, Scp1 inh 1, Rpn11 inh inactive, STEP block 1, Tb MetRS inh 0.0, MsrA inh -0.7, DNMT1 block 2, NadD inh 8, CSN inh 0 and SUMO1-SIM PPI -16.
For CC(C)c1ccc(CNc2cc(N3CCCC3)ccc2[N+](=O)[O-])cc1 the results were LMPTP inh 4.1, Scp1 inh -19, Rpn11 inh inactive, STEP block 8, Tb MetRS inh -0.5, MsrA inh 0.9, DNMT1 block 0, NadD inh 3, CSN inh 2 and SUMO1-SIM PPI -6.
`CCC(=O)Nc1cccc(Oc2nc(C)cc(C)c2C#N)c1` gave LMPTP inh -0.2, Scp1 inh -9, Rpn11 inh inactive, STEP block -2, Tb MetRS inh -0.6, MsrA inh 0.5, DNMT1 block -2, NadD inh -6, CSN inh 5 and SUMO1-SIM PPI 7.
`CCOc1ccc(-n2c(SCC(=O)Nc3cc(C)on3)nc3c([nH]c4ccccc43)c2=O)cc1` gave LMPTP inh 1.5, Scp1 inh -6, Rpn11 inh inactive, STEP block 1, Tb MetRS inh -0.6, MsrA inh 2.5, DNMT1 block 2, NadD inh 17, CSN inh 1 and SUMO1-SIM PPI -6.
O=C1/C(=C\c2ccncc2)SC(=S)N1C1CCCCC1 was read as LMPTP inh -0.3, Scp1 inh 1, Rpn11 inh inactive, STEP block -1, Tb MetRS inh -0.6, MsrA inh -1.1, DNMT1 block 14, NadD inh 4, CSN inh 1 and SUMO1-SIM PPI -3.
Screening Cc1cc(O)ccc1NC(=O)CCN1C(=O)c2ccc([N+](=O)[O-])cc2C1=O returned LMPTP inh -2.0, Scp1 inh -4, Rpn11 inh inactive, STEP block -1, Tb MetRS inh -1.0, MsrA inh 0.8, DNMT1 block 3, NadD inh -7, CSN inh -16 and SUMO1-SIM PPI -27.
CC(C)n1nnnc1C1c2ccccc2C(=O)N1CCc1ccc(O)cc1 (stereo not drawn) was read as LMPTP inh -1.3, Tb MetRS inh -0.4, MsrA inh -0.2, NadD inh 2, CSN inh -1 and SUMO1-SIM PPI -4.
COc1ccc(-c2csc(NC(=O)c3ccc(OCC(=O)N4CCOCC4)c(OC)c3)n2)cc1OC was read as LMPTP inh 0.5, Scp1 inh -5, Rpn11 inh inactive, STEP block 1, Tb MetRS inh -0.1, MsrA inh 0.4, DNMT1 block -11, NadD inh -4, CSN inh 3 and SUMO1-SIM PPI 7.
`CC(C)C[C@H](NC(=O)NC1CCCc2ccccc21)C(=O)O` (stereo partly drawn) gave LMPTP inh -0.4, Scp1 inh 3, Rpn11 inh inactive, STEP block 0, Tb MetRS inh 0.7, MsrA inh 1.7, DNMT1 block 5, NadD inh 0, CSN inh -1 and SUMO1-SIM PPI -1.
CC(=O)N1CCc2c(sc(NC(=O)C3CCCN3S(=O)(=O)c3cccs3)c2C#N)C1 (stereo not drawn) was read as LMPTP inh -0.6, Scp1 inh -2, Rpn11 inh inactive, STEP block -3, Tb MetRS inh -0.3, MsrA inh 2.5, DNMT1 block -3, NadD inh 4, CSN inh -1 and SUMO1-SIM PPI -9.
`Cc1ccc(CN2CCSCC2)c(C)c1` gave LMPTP inh -1.7, Scp1 inh -1, Rpn11 inh inactive, STEP block -2, Tb MetRS inh -0.1, MsrA inh -1.0, DNMT1 block 1, NadD inh -1, CSN inh -1 and SUMO1-SIM PPI -2.
For O=C(NN1C(=O)/C(=C/c2cccs2)SC1=S)c1ccncc1 the results were LMPTP inh -0.4, Scp1 inh -5, Rpn11 inh inactive, STEP block 2, Tb MetRS inh -5.3, MsrA inh 2.0, DNMT1 block -3, NadD inh 1, CSN inh 5 and SUMO1-SIM PPI -5.
CC1(C(=O)Nc2cccc(OC(F)(F)F)c2)Cc2c(-c3ccc(C(N)=O)cc3)ccnc2O1 (stereo not drawn) was read as LMPTP inh 2.2, Rpn11 inh inactive, STEP block -1, Tb MetRS inh 0.8, MsrA inh -0.6, DNMT1 block 8, NadD inh -6, CSN inh 4 and SUMO1-SIM PPI -1.
Screening NS(=O)(=O)c1ccc(Sc2ccc3c(c2)CCC3)nc1 returned LMPTP inh 0.3, Scp1 inh -3, Rpn11 inh inactive, STEP block 0, Tb MetRS inh 0.0, MsrA inh 0.8, DNMT1 block -1, NadD inh -6, CSN inh 0 and SUMO1-SIM PPI 6.
Screening CN(C)c1ccnc2sc3c(NCC(O)CO)ncnc3c12 (stereo not drawn) returned LMPTP inh -1.4, Scp1 inh -4, Rpn11 inh inactive, STEP block 2, Tb MetRS inh 2.9, MsrA inh 2.8, DNMT1 block 2, NadD inh -1, CSN inh 2 and SUMO1-SIM PPI 6.
Screening CN(Cc1ccc(C(C)(C)C)cc1)C(=O)c1ccc2c(c1)OCO2 returned LMPTP inh 1.3, Scp1 inh -1, Rpn11 inh inactive, STEP block 1, Tb MetRS inh -0.4, MsrA inh -0.5, DNMT1 block 2, NadD inh -7, CSN inh -8 and SUMO1-SIM PPI -4.
For O=C(O)c1cccnc1SC1CC(=O)N(c2cccc(C(F)(F)F)c2)C1=O (stereo not drawn) the results were LMPTP inh -0.5, Scp1 inh -6, Rpn11 inh inactive, STEP block -3, Tb MetRS inh -0.3, MsrA inh -1.3, DNMT1 block 5, NadD inh 2, CSN inh 1 and SUMO1-SIM PPI 3.

Reprinted at random: 3 records from the list, in no set order.
CC(=O)N1CCc2c(sc(NC(=O)C3CCCN3S(=O)(=O)c3cccs3)c2C#N)C1 (stereo not drawn) was read as LMPTP inh -0.6, Scp1 inh -2, Rpn11 inh inactive, STEP block -3, Tb MetRS inh -0.3, MsrA inh 2.5, DNMT1 block -3, NadD inh 4, CSN inh -1 and SUMO1-SIM PPI -9.
Screening CN(C)c1ccnc2sc3c(NCC(O)CO)ncnc3c12 (stereo not drawn) returned LMPTP inh -1.4, Scp1 inh -4, Rpn11 inh inactive, STEP block 2, Tb MetRS inh 2.9, MsrA inh 2.8, DNMT1 block 2, NadD inh -1, CSN inh 2 and SUMO1-SIM PPI 6.
For O=C(NN1C(=O)/C(=C/c2cccs2)SC1=S)c1ccncc1 the results were LMPTP inh -0.4, Scp1 inh -5, Rpn11 inh inactive, STEP block 2, Tb MetRS inh -5.3, MsrA inh 2.0, DNMT1 block -3, NadD inh 1, CSN inh 5 and SUMO1-SIM PPI -5.

Bioassay records: PubChem, several laboratories
